Screening data (PubChem BioAssay)
Pol III holo inh: qHTS Assay for Inhibitors of DNA Polymerase III Holoenzyme System. AID 603, 2007. Potency, µM (titrated, usually from 57.1 µM), for the others: at the top dose activity change, negative = inhibition. reconstituted DNA polymerase III holoenzyme replication, biochemical. actives 0.25% (n = 71,000); further: potency means the concentration at half of the fitted maximal effect; on the % scale 0 is the no-effect control and ±100 the full control effect
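Reconstituted *E. coli* holoenzyme (0.35 nM Pol III, 1 nM beta, 154 nM SSB, 2 nM primase) was preincubated with compound for 15 min at RT. Synthesis on 1.4 nM ssM13Gori ran 35 min, then was stopped with PicoGreen/EDTA and read as dsDNA fluorescence.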
15-hLO inh: qHTS Assay for Inhibitors of 15-hLO (15-human lipoxygenase); Polyunsaturated fatty acid lipoxygenase ALOX15 (Homo sapiens), P16050; purified 15hLO-1, xylenol orange hydroperoxide absorbance; Potency, µM (doses to about 57.1 µM), for inactives: at the top dose activity change, negative = inhibition, most hits filed as inhibitors; actives 1.4% (n = 74,000); AID 887, 2007; further: potency means the concentration at half of the fitted maximal effect; on the % scale 0 is the no-effect control and ±100 the full control effect; nearly all actives have a fitted effect of over 55% in size
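Purified human 15hLO-1 (40 nM final) in 25 mM Hepes pH 7.5, 0.01% Triton X-100 was preincubated with compound 15 min at room temperature, then reacted 6 min with 50 uM arachidonic acid; hydroperoxide detected by Fe-XO, 573/405 nm absorbance ratio.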
BRCT PPI red: qHTS Assay for Inhibitors of BRCT-Phosphoprotein Interaction (Red Fluorophore) | Breast cancer type 1 susceptibility protein (Homo sapiens), P38398 | BRCT-phosphopeptide binding, red fluorescence polarization | actives 0.03% (n = 75,000) | Potency, µM (top dose mostly 76.9 µM), inactives show at the highest dose activity change, negative = inhibition, hits mostly inhibitors | AID 892, 2007; further: on the % scale 0 is the no-effect control and ±100 the full control effect
Target sequence (P38398 whole entry, looked up): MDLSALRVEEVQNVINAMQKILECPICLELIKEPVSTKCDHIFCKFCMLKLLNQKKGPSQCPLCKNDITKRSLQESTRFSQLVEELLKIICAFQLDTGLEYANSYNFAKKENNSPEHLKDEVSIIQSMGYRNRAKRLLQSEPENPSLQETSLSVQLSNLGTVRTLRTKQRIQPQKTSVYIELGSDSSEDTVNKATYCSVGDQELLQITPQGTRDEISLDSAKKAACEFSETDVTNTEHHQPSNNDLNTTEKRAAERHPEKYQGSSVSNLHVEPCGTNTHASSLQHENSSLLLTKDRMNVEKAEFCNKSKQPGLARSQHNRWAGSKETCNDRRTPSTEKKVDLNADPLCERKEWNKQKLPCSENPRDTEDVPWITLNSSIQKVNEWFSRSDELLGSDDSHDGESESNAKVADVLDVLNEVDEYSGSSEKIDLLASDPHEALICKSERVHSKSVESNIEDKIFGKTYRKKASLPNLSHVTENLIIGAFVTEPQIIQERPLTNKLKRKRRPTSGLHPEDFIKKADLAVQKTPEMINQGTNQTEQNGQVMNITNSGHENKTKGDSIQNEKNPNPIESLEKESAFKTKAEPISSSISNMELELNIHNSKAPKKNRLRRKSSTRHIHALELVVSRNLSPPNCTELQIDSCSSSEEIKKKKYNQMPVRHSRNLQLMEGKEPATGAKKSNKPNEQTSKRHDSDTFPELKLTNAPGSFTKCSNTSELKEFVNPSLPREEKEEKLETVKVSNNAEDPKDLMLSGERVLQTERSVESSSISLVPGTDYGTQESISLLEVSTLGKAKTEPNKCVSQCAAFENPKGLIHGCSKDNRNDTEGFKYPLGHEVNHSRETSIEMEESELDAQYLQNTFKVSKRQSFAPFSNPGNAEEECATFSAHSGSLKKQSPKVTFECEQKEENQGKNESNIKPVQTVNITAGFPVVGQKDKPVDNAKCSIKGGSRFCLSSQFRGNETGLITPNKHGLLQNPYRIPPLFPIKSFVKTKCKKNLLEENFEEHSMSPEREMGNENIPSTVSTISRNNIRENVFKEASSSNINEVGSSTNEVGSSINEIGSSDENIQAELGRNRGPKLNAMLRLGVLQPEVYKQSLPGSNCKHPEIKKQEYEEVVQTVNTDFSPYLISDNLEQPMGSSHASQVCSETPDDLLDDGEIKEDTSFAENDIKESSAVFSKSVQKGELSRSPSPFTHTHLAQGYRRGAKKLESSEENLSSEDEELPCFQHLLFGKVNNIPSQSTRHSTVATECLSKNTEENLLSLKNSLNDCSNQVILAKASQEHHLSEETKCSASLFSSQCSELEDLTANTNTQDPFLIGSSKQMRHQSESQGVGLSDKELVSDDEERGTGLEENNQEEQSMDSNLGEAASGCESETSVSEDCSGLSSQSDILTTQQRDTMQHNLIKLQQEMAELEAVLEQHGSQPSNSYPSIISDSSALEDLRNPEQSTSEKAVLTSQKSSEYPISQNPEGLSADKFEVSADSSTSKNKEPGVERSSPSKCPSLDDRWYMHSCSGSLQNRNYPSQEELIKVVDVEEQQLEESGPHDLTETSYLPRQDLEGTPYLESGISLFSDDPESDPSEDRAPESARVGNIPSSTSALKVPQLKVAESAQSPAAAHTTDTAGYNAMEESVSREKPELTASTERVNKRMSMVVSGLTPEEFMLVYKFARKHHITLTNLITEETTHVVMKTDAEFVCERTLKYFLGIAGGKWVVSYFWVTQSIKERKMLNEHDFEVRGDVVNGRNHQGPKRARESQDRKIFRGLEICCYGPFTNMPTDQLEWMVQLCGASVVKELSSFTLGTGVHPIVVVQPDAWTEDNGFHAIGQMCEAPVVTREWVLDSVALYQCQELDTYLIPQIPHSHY
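Fluorescence polarization: 100 nM His-tagged BRCA1 BRCT with 100 nM TAMRA-labelled phospho-BACH1 decapeptide, phosphate buffer pH 7.3 with 150 mM NaCl, DTT, 0.01% Tween 20; 12 min RT. Binding inhibition seen as FP decrease.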
Hsp90 Hop PPI: qHTS Assay for Disrupters of an Hsp90 Co-Chaperone Interaction | Hsp90 C-terminal peptide / TPR2A (Hop) interaction, human | AlphaScreen TPR2A-His6 binding biotin-Hsp90 C-terminal peptide | Potency, µM (titrated, usually from 57 µM), without a hit: at the top dose activity change, negative = inhibition | actives 0.44% (n = 71,000); active means well fitted curve in either direction with a large enough effect; inconclusive means small, poorly fitted or top-dose-only effect, or another doubt; further: potency means the concentration at half of the fitted maximal effect; on the % scale 0 is the no-effect control and ±100 the full control effect; many of its hits are not listed in these tables
HBB splice mod: qHTS Assay for Modulators of Hemoglobin Beta Chain Splicing | actives 0.06% (n = 65,000) | HBB splicing reporter cell assay, activation; EGFP reporter with mutant IVS2-654 intron; response scale: normalised to 500 nM splice-correcting PNA | AID 925, 2007 | Potency, µM (titrated, usually from 46.1 µM), without a hit: top-dose activation, most hits filed as activators; further: potency means the concentration at half of the fitted maximal effect; 0% is about no effect
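HeLa cells stably expressing EGFP interrupted by mutant beta-globin intron 2 (IVS2-654), 500/well in 2% FCS. Treated with compound for 2 days at 37C. Splicing correction scored as total well GFP intensity (488 nm excitation, 500-520 nm emission); 500 nM antisense PNA served as control.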
CRE-bla Fsk: Cell signaling CRE-BLA (Fsk stim). Potency, µM (top dose mostly 38.2 µM), for inactives: at the highest dose activity change, negative = inhibition, usual class: activators. AID 662, 2007. actives 2.5% (n = 71,000). CHO CRE-bla reporter (cAMP response element driving beta-lactamase), forskolin EC10, beta-lactamase ratio; active means well fitted activation curve with a large enough effect in the signal ratio, with a control signal flat, not every such curve was filed as active; inconclusive means small, poorly fitted or top-dose-only effect, or effect the other way, or a change in a side signal; the % refers to the signal ratio; further: potency means the concentration at half of the fitted maximal effect; % of control where 0% means no effect
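Reporter-gene assay: CHO cells with beta-lactamase behind cAMP responsive elements, co-treated with compound and EC10 NKH 477 for 3 hours at 37 degrees Celsius. Activity came from the 460/530 nm CCF4 emission ratio.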
BRCT PPI green: qHTS Assay for Inhibitors of BRCT-Phosphoprotein Interaction (Green Fluorophore); Potency, µM (doses to about 76.9 µM), without a hit: at the top dose activity change, negative = inhibition, usual class: inhibitors; Breast cancer type 1 susceptibility protein (Homo sapiens), P38398; BRCA1 BRCT-phosphopeptide binding, green fluorescence polarization; actives 0.05% (n = 75,000); AID 875, 2007;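 further: potency means the concentration at half of the fitted maximal effect; plate controls were peptide without protein for full effect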
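Compounds were incubated for 12 min at room temperature with a complex of 100 nM fluorescein-tagged pBACH1 decapeptide and 250 nM His-tagged BRCT protein. Buffer was phosphate pH 7.3 with EDTA, DTT and Tween 20. Disruption of binding lowers the polarization signal.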
Numbers without * were called inactive; ? = inconclusive; . = no result given; & = joins results of further samples; [ ] = another dose, or the depositor's remark. Unless noted, the call rests on the fitted dose curve; in most records, active means well fitted curve in the direction sought with a large enough effect; inconclusive means small, poorly fitted or top-dose-only effect, or another doubt; inactive means no such curve, though single readings can be large; an effect the other way counts as inactive or inconclusive. The list is partial; count on the stated rates, not on these rows.

entry	compound	Pol III holo inh	15-hLO inh	BRCT PPI red	Hsp90 Hop PPI	HBB splice mod	CRE-bla Fsk	BRCT PPI green
1	Cc1[nH]c2ccccc2c1C(=O)CSc1nc2cc(S(=O)(=O)N3CCCCC3)ccc2o1	.	-9%	1.5%	.	.	.	4.2%
2	CCSc1nnc(NC(=O)c2cc3c(s2)CCCC3)s1	.	-2%	-1.1%	.	.	.	-2.7%
3	Cc1cc(=O)oc2cc(O)c(O)cc12	.	3%	-1.3%	.	.	.	-0.3%
4	COCCNC(=O)Cn1nc(C(F)(F)F)c(Br)c1C	.	3%	1.2%	.	.	.	-0.4%
5	NCCC(O)C(=O)NC1C[C@@H](N)[C@H](O[C@@H]2OC(CN)C(O)C(O)C2O)C(O)[C@H]1O[C@H]1OC(CO)C(O)C(N)C1O (stereo partly specified)	.	3%	1.6%	.	.	.	1.2%[3.08 µM]
6	COC(=O)c1c(NC(=O)Cc2cccs2)sc2c1CCC(C)C2 (stereo unspecified)	.	?	-0.4%	.	.	.	0.6%
7	O=C(c1ccccc1)c1cc(F)c(N2CCOCC2)cc1Cl	.	-2%	-2.9%	.	.	.	-1.1%
8	COc1cc(N=Cc2c(O)[nH]c3ccccc23)cc(OC)c1OC	.	-13%	0.3%	.	.	.	-3.2%
9	Nc1nc2c(ncn2C2OC(COC(=O)c3ccccc3)C(OC(=O)c3ccccc3)C2OC(=O)c2ccccc2)c(=O)[nH]1 (stereo unspecified)	.	-13%	0.2%	.	.	.	-2.9%
10	C1CCN2C[C@H]3C[C@H](CN4CCCCC34)C2C1 (stereo partly specified)	.	-1%&3%	-1.2%&-0.8%	.	.	.	0.8%&0.6%[3.08 µM]
11	COc1cc(NC(C)CCCN)c2ncccc2c1 (stereo unspecified)	.	-12%	0.4%	.	.	.	-1.5%[3.08 µM]
12	CNC1CC(N)[C@H](O)[C@@H](O[C@@H]2OC(CO)C3OC4(OC(C(N)CO)C(O)C(O)C4O)O[C@@H]3[C@H]2O)C1O (stereo partly specified)	.	2%	-0.5%	.	.	.	0.8%
13	CN[C@H]1CC[C@@H](c2ccc(Cl)c(Cl)c2)c2ccccc21	.	.	2.9%&1.1%	.	-1.2%	.	-0.9%&0.0%
14	CC(C)C[C@@H](CC(=O)N[C@H](CC(=O)N[C@@H]1CCNC[C@H]1C(=O)N[C@H](CC(=O)N[C@@H](CCC(=O)O)CC(=O)O)CC(C)C)C(C)C)NC(=O)[C@@H]1CCCC[C@H]1N	-8%	.	.	-13%	0.5%	-11%	.
15	NCCC[C@@H](CC(=O)N[C@@H]1CCNC[C@H]1C(=O)N[C@H](CC(=O)N[C@@H](CCC(=O)O)CC(=O)O)Cc1c[nH]c2ccccc12)NC(=O)C[C@H](CO)NC(=O)[C@@H]1CCCC[C@H]1N	-12%	.	.	-16%	0.8%	?	.
16	CC(C)[C@@H](CC(=O)N[C@@H]1CCNC[C@H]1C(=O)N[C@H](CC(=O)N[C@@H](CCC(=O)O)CC(=O)O)Cc1ccccc1)NC(=O)C[C@H](CO)NC(=O)[C@@H]1CNCC[C@H]1N	-4%	.	.	-14%	2.4%	-14%	.
17	CC(C)[C@@H](CC(=O)N[C@@H]1CCNC[C@H]1C(=O)N[C@H](CC(=O)N[C@@H](CCC(=O)O)CC(=O)O)Cc1c[nH]c2ccccc12)NC(=O)C[C@H](Cc1ccccc1)NC(=O)[C@@H]1CNCC[C@H]1N	-1%	.	.	-8%	1.0%	-12%	.
18	NCCC[C@@H](CC(=O)N[C@@H]1CCNC[C@H]1C(=O)N[C@H](CC(=O)N[C@@H](CCC(=O)O)CC(=O)O)Cc1c[nH]c2ccccc12)NC(=O)C[C@H](Cc1ccccc1)NC(=O)[C@@H]1CNCC[C@H]1N	-7%	.	.	-8%	1.5%	-19%	.
19	CC(C)C[C@@H](CC(=O)N[C@@H](CCC(=O)O)CC(=O)O)NC(=O)[C@@H]1CNCC[C@H]1NC(=O)C[C@@H](NC(=O)C[C@H](Cc1c[nH]c2ccccc12)NC(=O)[C@@H]1CCCC[C@H]1N)C(C)C	0%	.	.	-8%	0.1%	-13%	.
20	CC(C)C[C@@H](CC(=O)N[C@@H](CCC(=O)O)CC(=O)O)NC(=O)[C@@H]1CNCC[C@H]1NC(=O)C[C@H](CCCN)NC(=O)C[C@H](Cc1ccccc1)NC(=O)[C@@H]1CNCC[C@H]1N	-8%	.	.	-7%	1.4%	-16%	.
21	NCCC[C@@H](CC(=O)N[C@@H]1CCNC[C@H]1C(=O)N[C@H](CC(=O)N[C@@H](CCC(=O)O)CC(=O)O)Cc1ccccc1)NC(=O)C[C@H](Cc1c[nH]c2ccccc12)NC(=O)[C@@H]1CNCC[C@H]1N	-5%	.	.	-15%	2.2%	-6%	.
22	CC(C)C[C@@H](CC(=O)N[C@H](CC(=O)N[C@@H]1CCNC[C@H]1C(=O)N[C@H](CC(=O)N[C@@H](CCC(=O)O)CC(=O)O)CC(C)C)C(C)C)NC(=O)[C@@H]1CNCC[C@H]1N	-5%	.	.	-9%	-0.3%	-12%	.
23	NCCC[C@@H](CC(=O)N[C@@H]1CCNC[C@H]1C(=O)N[C@H](CC(=O)N[C@@H](CCC(=O)O)CC(=O)O)Cc1ccccc1)NC(=O)C[C@H](CO)NC(=O)[C@@H]1CNCC[C@H]1N	-8%	.	.	32µM*	2.9%	-12%	.
24	CC(C)C[C@@H](CC(=O)N[C@@H](CCC(=O)O)CC(=O)O)NC(=O)[C@@H]1CNCC[C@H]1NC(=O)C[C@@H](NC(=O)C[C@H](Cc1ccccc1)NC(=O)[C@@H]1CCCC[C@H]1N)C(C)C	1%	.	.	-12%	-0.6%	-20%	.

Part of the list above in order of molecular weight, lowest first:
entry	compound	Pol III holo inh	15-hLO inh	BRCT PPI red	Hsp90 Hop PPI	HBB splice mod	CRE-bla Fsk	BRCT PPI green
22	CC(C)C[C@@H](CC(=O)N[C@H](CC(=O)N[C@@H]1CCNC[C@H]1C(=O)N[C@H](CC(=O)N[C@@H](CCC(=O)O)CC(=O)O)CC(C)C)C(C)C)NC(=O)[C@@H]1CNCC[C@H]1N	-5%	.	.	-9%	-0.3%	-12%	.
24	CC(C)C[C@@H](CC(=O)N[C@@H](CCC(=O)O)CC(=O)O)NC(=O)[C@@H]1CNCC[C@H]1NC(=O)C[C@@H](NC(=O)C[C@H](Cc1ccccc1)NC(=O)[C@@H]1CCCC[C@H]1N)C(C)C	1%	.	.	-12%	-0.6%	-20%	.
20	CC(C)C[C@@H](CC(=O)N[C@@H](CCC(=O)O)CC(=O)O)NC(=O)[C@@H]1CNCC[C@H]1NC(=O)C[C@H](CCCN)NC(=O)C[C@H](Cc1ccccc1)NC(=O)[C@@H]1CNCC[C@H]1N	-8%	.	.	-7%	1.4%	-16%	.
15	NCCC[C@@H](CC(=O)N[C@@H]1CCNC[C@H]1C(=O)N[C@H](CC(=O)N[C@@H](CCC(=O)O)CC(=O)O)Cc1c[nH]c2ccccc12)NC(=O)C[C@H](CO)NC(=O)[C@@H]1CCCC[C@H]1N	-12%	.	.	-16%	0.8%	?	.
17	CC(C)[C@@H](CC(=O)N[C@@H]1CCNC[C@H]1C(=O)N[C@H](CC(=O)N[C@@H](CCC(=O)O)CC(=O)O)Cc1c[nH]c2ccccc12)NC(=O)C[C@H](Cc1ccccc1)NC(=O)[C@@H]1CNCC[C@H]1N	-1%	.	.	-8%	1.0%	-12%	.
18	NCCC[C@@H](CC(=O)N[C@@H]1CCNC[C@H]1C(=O)N[C@H](CC(=O)N[C@@H](CCC(=O)O)CC(=O)O)Cc1c[nH]c2ccccc12)NC(=O)C[C@H](Cc1ccccc1)NC(=O)[C@@H]1CNCC[C@H]1N	-7%	.	.	-8%	1.5%	-19%	.

Other records follow:
entry	compound	Pol III holo inh	15-hLO inh	BRCT PPI red	Hsp90 Hop PPI	HBB splice mod	CRE-bla Fsk	BRCT PPI green
25	CC(C)[C@@H](CC(=O)N[C@@H]1CCCC[C@H]1C(=O)N[C@H](CC(=O)N[C@@H](CCC(=O)O)CC(=O)O)Cc1ccccc1)NC(=O)C[C@H](Cc1ccccc1)NC(=O)[C@@H]1CCCC[C@H]1N	-4%	.	.	-2%	0.7%	-16%	.
26	CC(C)C[C@@H](CC(=O)N[C@H](CC(=O)N[C@@H]1CCNC[C@H]1C(=O)N[C@H](CC(=O)N[C@@H](CCC(=O)O)CC(=O)O)Cc1c[nH]c2ccccc12)C(C)C)NC(=O)[C@@H]1CNCC[C@H]1N	-4%	.	.	-20%	0.5%	-18%	.
27	CC(C)C[C@@H](CC(=O)N[C@@H](CCC(=O)O)CC(=O)O)NC(=O)[C@@H]1CNCC[C@H]1NC(=O)C[C@H](CCCN)NC(=O)C[C@H](Cc1ccccc1)NC(=O)[C@@H]1CCCC[C@H]1N	-10%	.	.	-10%	0.0%	?	.
28	CC(C)C[C@@H](CC(=O)N[C@@H](CCC(=O)O)CC(=O)O)NC(=O)[C@@H]1CNCC[C@H]1NC(=O)C[C@H](CCCN)NC(=O)C[C@H](CO)NC(=O)[C@@H]1CCCC[C@H]1N	-8%	.	.	-8%	-0.9%	-12%	.
29	NCCC[C@@H](CC(=O)N[C@@H]1CCCC[C@H]1C(=O)N[C@H](CC(=O)N[C@@H](CCC(=O)O)CC(=O)O)Cc1ccccc1)NC(=O)C[C@H](Cc1c[nH]c2ccccc12)NC(=O)[C@@H]1CCCC[C@H]1N	-2%	.	.	-14%	0.5%	-14%	.
30	NCCC[C@@H](CC(=O)N[C@@H]1CCCC[C@H]1C(=O)N[C@H](CC(=O)N[C@@H](CCC(=O)O)CC(=O)O)Cc1c[nH]c2ccccc12)NC(=O)C[C@H](Cc1ccccc1)NC(=O)[C@@H]1CCCC[C@H]1N	-11%	.	.	-18%	1.3%	-20%	.
31	CC(C)C[C@@H](CC(=O)N[C@H](CC(=O)N[C@@H]1CCCC[C@H]1C(=O)N[C@H](CC(=O)N[C@@H](CCC(=O)O)CC(=O)O)Cc1ccccc1)C(C)C)NC(=O)[C@@H]1CNCC[C@H]1N	-6%	.	.	-6%	1.8%	?	.
